Compound activity (PubChem)
ARFGAP1 inhibitor: inhibitors of rat ARFGAP1 GAP activity, primary screen, biochemical, fluorescence polarization, GDP tracer; ADP-ribosylation factor GTPase-activating protein 1 (Rattus norvegicus), Q62848; Arfgap1-stimulated ARF1 GTP hydrolysis, GDP FP detection; inhibition, % at 16.5 µM; 360,000 compounds, 0.26% hits;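 active = inhibition above a per-plate limit, mean inhibition of low control wells plus 3 SD, cut at about 25% in these data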;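 also: 0% = DMSO wells with enzyme and 100% = wells lacking Arfgap1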
Target sequence (Q62848 1-136 limits assumed): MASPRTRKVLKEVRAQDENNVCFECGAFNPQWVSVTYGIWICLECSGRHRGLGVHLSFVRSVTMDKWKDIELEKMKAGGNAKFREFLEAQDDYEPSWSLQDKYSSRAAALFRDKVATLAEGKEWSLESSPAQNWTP
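Material: rat Arfgap1 catalytic domain, aa 1-136; also added: human ARF1(Δ1-17)-GTP substrate; compound dosing: one concentration, 16.5 µM, DMSO 1.26%; incubation: GTP hydrolysis reaction 2 h at 25 °C; measured by: Tracer-displacement fluorescence polarization with EDTA stop, 620/688 nm; evaluation: % inhibition from polarization; repeats: one replicate per compound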
MBD2 DNA inh: inhibitors of MBD2 binding to methylated DNA, primary screen, biochemical, TR-FRET, DNA-binding domain, human. 370,000 compounds, 0.31% hits. Methyl-CpG-binding domain protein 2 (Homo sapiens), Q9UBB5. MBD2 binding to methylated oligonucleotide. AID 686964, 2013. inhibition, % at 4.4 µM; in the data active = inhibition above about 13%
Target sequence (Q9UBB5 whole entry, looked up, the tested form may be a part): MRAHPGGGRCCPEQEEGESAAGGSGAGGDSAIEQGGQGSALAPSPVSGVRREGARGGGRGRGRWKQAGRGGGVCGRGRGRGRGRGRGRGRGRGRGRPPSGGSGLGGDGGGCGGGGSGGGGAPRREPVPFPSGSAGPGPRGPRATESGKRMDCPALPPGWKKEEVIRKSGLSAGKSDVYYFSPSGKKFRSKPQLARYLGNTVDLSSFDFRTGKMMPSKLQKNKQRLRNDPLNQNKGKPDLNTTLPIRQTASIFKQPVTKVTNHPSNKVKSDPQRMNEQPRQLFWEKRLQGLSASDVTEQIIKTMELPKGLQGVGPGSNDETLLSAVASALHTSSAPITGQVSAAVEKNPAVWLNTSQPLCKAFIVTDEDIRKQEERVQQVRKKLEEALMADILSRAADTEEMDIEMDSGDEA
ASAP1 inh: inhibitors of human ASAP1 ArfGAP activity, primary screen, biochemical, fluorescence polarization | ASAP1-stimulated ARF1 GTP hydrolysis, GDP FP detection | inhibition, % at 16.5 µM | 360,000 compounds, 0.19% hits | AID 624377, 2012; in the data active = inhibition above about 25%;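 also: 0% = vehicle with enzyme and substrate and 100% = no enzyme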
PLCg1 inh: PLC-gamma1 enzyme inhibitors, primary screen, biochemical, fluorescence, purified enzyme. fluorogenic substrate. inhibition, % at 12.2 µM. 370,000 compounds, 0.84% hits. 1-phosphatidylinositol 4,5-bisphosphate phosphodiesterase gamma-1 (Homo sapiens), P19174; in the data active = inhibition above about 9.5%
UHRF1 binding: UHRF1 methylated DNA binding inhibitors, primary screen, counter-screen for MBD2 inhibitor project, biochemical, TR-FRET, human UHRF1, single concentration; AID 687016, 2013; 370,000 compounds, 0.75% hits; inhibition, % at 4.4 µM; UHRF1 binding to methylated oligo; E3 ubiquitin-protein ligase UHRF1 (Homo sapiens), Q96T88; in the data active = inhibition above about 21%;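 also: UHRF1 SRA domain binding a hemimethylated CpG hairpin DNA probe; 0% = median of test compound wells and 100% = reference inhibitor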
ADAM17 inh: ADAM17 inhibitors, primary screen, biochemical, QFRET | recombinant ADAM17, EDANS/DABCYL FRET peptide cleavage | inhibition, % at 6.95 µM | 370,000 compounds, 0.83% hits | AID 720648, 2013;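 active = inhibition above the mean of compounds lying between control limits plus 3 SD, set per campaign, cut at about 8.5% in these data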;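 also: 0% = DMSO-only wells as the low control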
proKLK7 act: proKLK7 zymogen activators, primary screen, biochemical, fluorescence intensity | 370,000 compounds, 0.9% hits | activation, % at 7 µM | AID 652039, 2013 | Kallikrein-7 (Homo sapiens), P49862 | purified proKLK7, EDANS-DABCYL substrate fluorescence; 100% is mature enzyme control, 0% vehicle;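 active = activation above the mean of all tested compounds plus 3 SD, computed per campaign excluding outliers beyond control limits, cut at about 13% in these data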
Target sequence (P49862 whole entry, looked up): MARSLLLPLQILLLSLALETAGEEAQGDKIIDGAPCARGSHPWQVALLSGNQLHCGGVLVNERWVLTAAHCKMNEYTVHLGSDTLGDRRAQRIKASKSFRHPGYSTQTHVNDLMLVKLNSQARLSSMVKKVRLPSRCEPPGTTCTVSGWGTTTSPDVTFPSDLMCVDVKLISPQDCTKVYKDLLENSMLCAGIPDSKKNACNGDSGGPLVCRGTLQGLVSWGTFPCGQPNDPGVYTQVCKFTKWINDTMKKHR
PLC-beta3 inh: human PLC-beta3 inhibitors, primary screen, biochemical, fluorescence; Purified PLC-beta3, fluorogenic substrate; inhibition, % at 12.2 µM; 370,000 compounds, 0.18% hits; AID 720704, 2013; in the data active = inhibition above about 11%;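 also: 0% = median of compound wells on plate and 100% = full blocker control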
Tn7 DDE FP: inhibitors of Tn7 peptide binding to fibrin DD(E), primary screen, biochemical, fluorescence polarization, human fibrin, Tn7 probe. FP displacement of FITC-Tn7 peptide from fibrin DD(E); 0% = median of compound wells per plate. 370,000 compounds, 0.13% hits. inhibition, % at 8.3 µM;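 active = inhibition above the mean of compounds falling within the control limits plus 3 SD of them, cut at about 14% in these data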;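 also: 0% = plate median of compound wells and 100% = 10 µM Aha-Tn7 peptide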
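Assay system: human fibrin DD(E) protein / Input: 2 µM fibrin DD(E) / Benchmarks: high control of 10 µM Aha-Tn7 peptide / Measured by: fluorescence polarization of the labelled Tn7 tracer / Medium: Tris buffer with calcium and detergent, pH 7.8 / Timing: 10 min compound pre-incubation, 3 h probe incubation at room temperature / Repeats: one replicate per compound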
Tn6 DDE FP: inhibitors of Tn6 peptide binding to fibrin DD(E), primary screen, biochemical, fluorescence polarization, human fibrin, Tn6 probe; Fibrin DD(E) TRITC-Tn6 fluorescence polarization displacement; inhibition, % at 8.3 µM; AID 720509, 2013; Fibrinogen beta chain (Homo sapiens), P02675; 370,000 compounds, 0.21% hits;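 active = inhibition above a per-campaign cutoff: mean of compounds within control limits plus 3 SD, cut at about 15% in these data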;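 also: 0% = median of all compound wells on the plate and 100% = blocking peptide control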
* = called active by the depositor.

cpd | SMILES | ARFGAP1 inhibitor | MBD2 DNA inh | ASAP1 inh | PLCg1 inh | UHRF1 binding
1 | COc1ccccc1CNC(=O)Cc1ccc(Br)cc1 | 15 | 2 | 7 | 1 | 0
2 | C=CCOC(=O)C1=C[C@@H](c2coc3ccccc3c2=O)C[C@@H](OCCCCO)O1 | -7 | -5 | -9 | -2 | 2
3 | C[C@H]1CCCCO[C@@H](CN(C)CC2CC2)[C@@H](C)CN([C@@H](C)CO)C(=O)c2cc(NS(=O)(=O)c3ccccc3)ccc2O1 | 1 | 2 | -13 | 1 | -2
4 | COc1ccc(NC(=O)CSc2nnc(CNC(=O)c3cccs3)o2)c(OC)c1 | -6 | -3 | 3 | -3 | -3
5 | CC(=O)Cn1c2ccccc2n2nc(CCC(=O)O)c(=O)nc12 | -8 | 1 | 13 | -218 | 1
6 | COc1cccc(NC(=O)CSc2nnc3cc(C)nc(N)n23)c1 | 10 | 0 | 6 | 3 | -2
7 | Cc1ccc(S(=O)(=O)N2[C@H](c3ccc(Cl)cc3)CC(=O)[C@@H]3CN(S(=O)(=O)c4ccccc4C)[C@H](c4ccc(Cl)cc4)C[C@@H]32)cc1 | 6 | 1 | 3 | -3 | -1
8 | S=C(NCCc1ccccc1)Nc1ccccc1N1CCOCC1 | 12 | 3 | -3 | 0 | 6
9 | Oc1nc(Nc2cccc(Cl)c2)sc1/C=C1\C=Nc2ccccc21 | 25* | 3 | 19 | -18 | 3
10 | O=C(NCC1COc2ccccc2O1)c1cc2ccccc2o1 (stereo unspecified) | 6 | 9 | -6 | -1 | 0
11 | O=C(COC(=O)c1nc(Cl)ccc1Cl)NCCc1ccccc1 | 1 | 4 | -8 | 5 | 2
12 | O=C(C1CCCO1)N1CCN(S(=O)(=O)c2ccc(Br)cc2)CC1 (stereo unspecified) | -1 | -2 | -14 | 1 | 0

cpd | ADAM17 inh | proKLK7 act | PLC-beta3 inh | Tn7 DDE FP | Tn6 DDE FP
1 | 1 | -0.3 | 1 | 0 | -3
2 | -3 | 11 | -4 | 2 | 3
3 | -4 | 0.4 | -3 | 1 | 7
4 | 0 | 0.6 | -4 | -2 | -4
5 | -71 | 2.4 | -244 | 0 | 6
6 | -4 | 0.5 | -1 | -4 | 1
7 | -1 | -0.1 | -2 | -7 | -8
8 | -1 | -0.2 | 0 | 3 | 6
9 | 2 | -0.6 | -19 | -8 | -23
10 | -3 | 0.1 | -2 | -3 | 8
11 | -6 | 0.1 | 1 | 10 | -2
12 | -1 | 0.7 | -4 | -2 | -1

Going on with the list.
cpd | SMILES | ARFGAP1 inhibitor | MBD2 DNA inh | ASAP1 inh | PLCg1 inh | UHRF1 binding
13 | COc1ccc(Cc2noc(CN3CCN(Cc4csc(C)n4)CC3)n2)cc1OC | -1 | 0 | -12 | 0 | -4
14 | CCOc1ccc(CCNC(=O)CCc2nc(-c3ccc(OC)cc3)no2)cc1OCC | 2 | 0 | -10 | 2 | 0
15 | COc1ccc(CNC(=O)CN(Cc2ccco2)C(=O)CCC(=O)Nc2ccccn2)cc1 | -10 | 7 | -7 | -4 | 5
16 | CC(C)N1CCN(Cc2ccc(Sc3nncn3C)o2)CC1CCO (stereo unspecified) | -12 | 2 | -7 | -1 | -2
17 | COc1ccccc1N1CCN(c2cc(=O)n(Cc3ccc(F)cc3)c(=O)[nH]2)CC1 | -11 | 3 | -2 | 1 | -2
18 | COc1ccc(C2=Nc3ccccc3N(C(=O)Cc3cc(OC)cc(OC)c3)C2C(=O)NC(C)C)cc1 (stereo unspecified) | -2 | 7 | 5 | -212 | 4
19 | CCC(=O)Nc1ccc(C(=O)OCc2ccc(Cl)c(Cl)c2)cc1 | 0 | 2 | -7 | -2 | 0
20 | COC(=O)COc1ccc(S(=O)(=O)N2CCCCCC2)cc1 | 5 | -1 | 12 | -2 | -1
21 | CCOc1ccc(Cn2c(=O)oc3ccccc32)cc1 | -2 | 1 | 3 | 3 | 0
22 | O=C(CN1c2ccccc2Sc2ccccc21)NNC(=O)Nc1cccc(Cl)c1 | 5 | 2 | 1 | -1 | 2
23 | COc1ccc(OC)c(S(=O)(=O)N2CCC(C(=O)NCc3cccnc3)CC2)c1 | -6 | 1 | 6 | 3 | -1
24 | C[C@H](CO)N1C[C@H](C)[C@@H](CN(C)C(=O)c2cc(-c3ccccc3)on2)OCc2cnnn2CCCC1=O | 16 | 1 | 3 | 1 | 1

cpd | ADAM17 inh | proKLK7 act | PLC-beta3 inh | Tn7 DDE FP | Tn6 DDE FP
13 | -7 | -0.8 | -5 | -5 | -2
14 | -1 | 0.3 | -2 | -3 | 3
15 | -4 | -0.2 | -4 | -2 | 2
16 | -3 | -0.6 | -9 | 8 | -1
17 | -4 | 0.3 | 2 | 1 | -3
18 | -29 | 3.5 | -289 | 0 | -11
19 | 0 | -0.1 | 0 | 6 | 3
20 | -2 | 0.9 | 2 | 3 | -4
21 | -6 | 0.0 | -8 | 0 | -4
22 | 8.8* | -0.7 | -3 | -2 | -13
23 | 1 | 0.5 | -2 | -9 | 1
24 | -7 | 0.6 | 0 | -1 | -7

Along the list, as entered above:
PLCg1 inh, nos. 13–18, in order: 0, 2, -4, -1, 1, -212
ADAM17 inh, nos. 13–18, in order: -7, -1, -4, -3, -4, -29
PLC-beta3 inh, nos. 13–18, in order: -5, -2, -4, -9, 2, -289

(listing goes on)
cpd | SMILES | ARFGAP1 inhibitor | MBD2 DNA inh | ASAP1 inh | PLCg1 inh | UHRF1 binding
25 | C#CC1(NC(=O)NC(C)(C)C)CCCCC1 | 0 | -1 | 11 | 3 | 0
26 | CN1Cc2c(N3CCOCC3)nc3sc(C(=O)c4ccc(Br)cc4)c(N)c3c2CC1(C)C | 13 | 4 | -2 | -203 | 3
27 | COC(=O)C(C)Sc1nc2c(c(=O)n(C)c(=O)n2C)n1CCC(C)C (stereo unspecified) | 3 | -3 | 8 | 4 | 3
28 | N#CCC(=O)c1sccc1-n1cccc1 | 5 | 2 | 1 | -54 | -2
29 | ClCCn1cnc2c(SCc3ccccc3Cl)ncnc21 | -2 | 5 | 11 | -2 | -2
30 | Cc1ccc2nc(NC(=O)C3CCCN(S(=O)(=O)c4cnc[nH]4)C3)sc2c1 (stereo unspecified) | 1 | -3 | -5 | 3 | -3
31 | Cc1cccc2c1OCC/C2=N\NC(=O)COc1ccccc1 | 11 | -3 | 12 | -16 | 2
32 | CC1CCC2(CC1)NC(=O)N(CC(=O)NCc1ccco1)C2=O (stereo unspecified) | 0 | 2 | -27 | 0 | -2
33 | COc1ccc2c(c1)CCC(=O)[C@H](O)C[C@H](c1ccccc1)OC2=O | 4 | 2 | 2 | -1 | 3
34 | COc1ccc2nc(SCC(=O)N3CC(=O)Nc4ccccc43)c(C#N)cc2c1 | 1 | 3 | -4 | -39 | 0
35 | Cc1c(CC(=O)O)c(=O)oc2cc(OCc3ccc(F)cc3Cl)ccc12 | 7 | -2 | 7 | -9 | 0
36 | C=CCN(Cc1ccc(OC)c(OC)c1)C(=O)N1CCOCC1 | 12 | -2 | 5 | 0 | -1

cpd | ADAM17 inh | proKLK7 act | PLC-beta3 inh | Tn7 DDE FP | Tn6 DDE FP
25 | -2 | -0.6 | 2 | -3 | -5
26 | 1 | -1.1 | -243 | -7 | -4
27 | 4 | 0.4 | 5 | -11 | 6
28 | -10 | 1.7 | -56 | -2 | -2
29 | 4 | -0.1 | -5 | -3 | 0
30 | 2 | -0.1 | 3 | 5 | 3
31 | -10 | -7.2 | -21 | 2 | 1
32 | 1 | -0.5 | 6 | -2 | 3
33 | -2 | -0.1 | 0 | 2 | 2
34 | -3 | 0.1 | -46 | -8 | 2
35 | -54 | 0.6 | -11 | -1 | -3
36 | -1 | -0.5 | -4 | 4 | -7

Compound profiles, from the list above. Values in the order: ARFGAP1 inhibitor | MBD2 DNA inh | ASAP1 inh | PLCg1 inh | UHRF1 binding | ADAM17 inh | proKLK7 act | PLC-beta3 inh | Tn7 DDE FP | Tn6 DDE FP
`COC(=O)COc1ccc(S(=O)(=O)N2CCCCCC2)cc1` in the list: 5 | -1 | 12 | -2 | -1 | -2 | 0.9 | 2 | 3 | -4
`COc1ccc(CNC(=O)CN(Cc2ccco2)C(=O)CCC(=O)Nc2ccccn2)cc1` in the list: -10 | 7 | -7 | -4 | 5 | -4 | -0.2 | -4 | -2 | 2
`S=C(NCCc1ccccc1)Nc1ccccc1N1CCOCC1` in the list: 12 | 3 | -3 | 0 | 6 | -1 | -0.2 | 0 | 3 | 6

Further entries follow:
cpd | SMILES | ARFGAP1 inhibitor | MBD2 DNA inh | ASAP1 inh | PLCg1 inh | UHRF1 binding
37 | O=C(COC(=O)/C=C/c1ccccc1[N+](=O)[O-])NC(=O)NC1CCCC1 | 2 | 1 | -11 | -1 | -3
38 | Cc1cn(C(=O)c2ccccc2)c(=S)n1-c1ccc(Br)cc1 | -10 | 4 | 4 | -156 | 0
39 | O=C(CCS(=O)(=O)c1ccc(Cl)cc1)N1CCN(c2ccc(F)cc2)CC1 | -8 | 2 | 5 | 0 | -1
40 | Cc1onc(-c2ccccc2)c1C(=O)n1cc(Br)cn1 | -9 | -4 | -2 | -2 | -1
41 | CC1(C)CC(=O)C=C(/C=C/c2ccccc2)C1 | 6 | -1 | 15 | -3 | 2
42 | Cc1ccccc1COC(=O)c1cc([N+](=O)[O-])ccc1N1CCOCC1 | -4 | -7 | -2 | -23 | -3

cpd | ADAM17 inh | proKLK7 act | PLC-beta3 inh | Tn7 DDE FP | Tn6 DDE FP
37 | 0 | 0.2 | -5 | -4 | 5
38 | -10 | -6.6 | -212 | 8 | -2
39 | -2 | -0.4 | -3 | 0 | 18*
40 | 0 | 0.0 | 2 | -10 | 0
41 | -3 | 0.4 | -7 | -2 | 4
42 | 4 | -0.3 | 4 | 1 | 1
